# Cardio protect: cardioprotection against H2O2-induced cell death, primary screen, uHTS, H9c2 cells, ATPLite luminescence; H9c2 cardiomyocytes, H2O2 injury protection, 2 h; protection from H2O2 cell death, % at 20 µM; 360,000 tested, 0.63% active; AID 588492, 2011;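 active = compounds giving at least 50% protection of heart cells from peroxide-induced death in the single-dose screen, raw or plate-pattern-corrected value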;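 note: 0% = DMSO wells with peroxide and 100% = DMSO wells without peroxide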
# Glyco luc inh: increase of ERlucT glycosylation luciferase signal, primary screen, N-linked glycosylation inhibitor project, D54 ERlucT cells, luminescence, set 2. D54 ERlucT glycosylation luciferase reporter, 24 h; percent of 100 nM tunicamycin response. reporter increase, % at 12.5 µM. 360,000 tested, 0.23% active;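 active = mean luciferase reporter signal, scaled so untreated is 0 and the glycosylation-blocking control 100, at or above a set limit in every replicate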;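 note: luciferase carries N-glycosylation sites so blocking glycosylation raises the light; 0% = median of neutral control wells and 100% = median of 100 nM tunicamycin wells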
# ABCB6 inh MLPCN: ABCB6 transporter inhibitors, primary screen, K562-ABCB6 cells, flow cytometry, MLPCN library | K562-ABCB6 porphyrin accumulation, 1 h; hits give low values | fluorescence ratio to DMSO, % at 10 µM | 360,000 tested, 0.19% active | AID 602162, 2011;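 active = fluorescence ratio to DMSO below 75%, the collection mean minus 3 SD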;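 note: signal is porphyrin accumulated inside mitochondria; 100% equals median channel fluorescence of DMSO control wells; lower ratio means ABCB6 inhibition with less porphyrin fluorescence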
# Exocytosis inh: LAMP-1 surface exposure blockers, TALL-104 cells – cell-based, flow cytometry, MLPCN library, primary screen; 360,000 tested, 0.66% active; inhibition, % at 10 µM; TALL-104 LAMP-1 surface exposure; cells stimulated with thapsigargin and PMA; AID 651702, 2012;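 active = inhibition above about 55%, limit read from the data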
# aDG glyco act: activators of alpha-DG glycosylation, primary screen, uHTS, Pro5-aDG cells, AlphaScreen. alpha-DG glycosylation AlphaScreen (IIH6); 0% Pro5, 100% B10-LARGE cell signal. activation, % at 10 µM. 360,000 tested, 0.22% active;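 active = activation of at least 8% versus controls, or a plate z-score of at least 8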;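 note: Pro5 are CHO cells carrying HIG-tagged alpha-DG that lacks glycosylation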
# ABHD5 PLIN5 PPI: ABHD5-PLIN5 interaction inhibitors, primary screen, cell lysate, split luciferase complementation, luminescence; Perilipin-5 (Homo sapiens) + 1-acylglycerol-3-phosphate O-acyltransferase ABHD5 (Homo …; Split G. princeps luciferase complementation, 4 h; inhibition, % at 4 µM; 360,000 tested, 0.78% active; AID 602281, 2012;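 active = inhibition above the mean inhibition across every tested compound plus 3 SD, cut at about 22% in these data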;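 note: 0% = DMSO only wells and the 100% control is not disclosed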
# m5-HT2A agonist: mouse Htr2a agonists via beta-arrestin recruitment, primary screen, cell-based, luminescence; 5-hydroxytryptamine receptor 2A (Mus musculus), P35363; CHO-K1 mHTR2A beta-arrestin complementation; percent of 30 µM serotonin response; activation, % at 7.6 µM; 360,000 tested, 0.66% active; AID 624169, 2012;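 active = activation above a run cutoff, the mean activation of all tested compounds plus 3 SD, cut at about 14% in these data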;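 note: 0% = plate median of compound wells and 100% = 30 µM serotonin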
# Target sequence (P35363 whole entry, looked up): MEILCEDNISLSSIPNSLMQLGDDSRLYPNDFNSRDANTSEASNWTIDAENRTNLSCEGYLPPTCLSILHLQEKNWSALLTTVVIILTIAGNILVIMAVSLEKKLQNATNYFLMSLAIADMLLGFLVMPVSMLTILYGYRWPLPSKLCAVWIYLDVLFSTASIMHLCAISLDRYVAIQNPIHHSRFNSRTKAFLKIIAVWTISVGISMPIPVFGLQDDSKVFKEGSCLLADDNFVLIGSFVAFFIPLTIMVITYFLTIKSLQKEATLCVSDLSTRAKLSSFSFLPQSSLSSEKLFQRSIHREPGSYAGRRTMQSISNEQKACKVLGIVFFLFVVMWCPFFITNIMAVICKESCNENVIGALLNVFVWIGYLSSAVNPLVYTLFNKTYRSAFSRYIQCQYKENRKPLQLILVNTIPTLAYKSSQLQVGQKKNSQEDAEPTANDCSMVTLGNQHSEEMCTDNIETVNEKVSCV
# MC4R antagonist: MC4R antagonists of cAMP signaling, primary screen, cell-based, TR-FRET, antagonist arm of biased-ligand search. 360,000 tested, 0.48% active. Melanocortin receptor 4 (Homo sapiens), P32245. MC4R-expressing cells, MTII-stimulated cAMP, LANCE TR-FRET. inhibition, % at 6.5 µM. AID 540295, 2011;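 active = inhibition above its plate's cutoff, the mean of tested wells on that plate plus 3 SD, cut at about 29% in these data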;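 note: 0% = Melanotan II alone and 100% = Melanotan II plus saturating MCL0020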
# Target sequence (P32245 whole entry, looked up): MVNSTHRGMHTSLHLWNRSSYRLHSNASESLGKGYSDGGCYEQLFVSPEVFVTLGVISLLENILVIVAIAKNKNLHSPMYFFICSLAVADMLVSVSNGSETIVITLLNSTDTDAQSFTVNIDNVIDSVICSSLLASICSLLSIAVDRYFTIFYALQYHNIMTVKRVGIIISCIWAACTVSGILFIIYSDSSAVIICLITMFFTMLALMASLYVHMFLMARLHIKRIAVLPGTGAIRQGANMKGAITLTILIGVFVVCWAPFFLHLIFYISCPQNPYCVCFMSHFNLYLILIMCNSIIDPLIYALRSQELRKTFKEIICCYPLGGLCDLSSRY
#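 System: U2OS-MC4R stable cell line; Technique: Eu-cAMP/anti-cAMP TR-FRET, emission 671 nm; Repeats: single well per compound; Also added: Melanotan II; Dosing: one concentration, 6.5 µM nominal; Schedule: 30-min compound, 1-h challenge, 1-h detection, room temperature.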
# iPSC survival up: enhancers of single-cell hiPSC survival, primary screen, ATPlite luminescence | 360,000 tested, 0.044% active | 100% = ROCK inhibitor wells, 0% = DMSO | survival enhancement, % at 20 µM | AID 602274, 2012; in the data active = survival enhancement above about 18%;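 note: cells exposed to compounds for 16 hours before the ATP read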
# MC4R ag barr: MC4R agonists recruiting beta-arrestin, primary screen, cell-based, luminescence, agonist arm of biased-ligand search; Melanocortin receptor 4 (Homo sapiens), P32245; U2OS MC4R beta-arrestin complementation; percent of melanotan II response, DMSO zero; activation, % at 8.9 µM; 360,000 tested, 0.98% active;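 active = activation above a per-plate cutoff, the mean activation of sample wells on that plate plus 3 SD, cut at about 8% in these data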
# Starred values were filed as active, the others as inactive; . = no result given.
SMILES,Cardio protect,Glyco luc inh,ABCB6 inh MLPCN,Exocytosis inh,aDG glyco act,ABHD5 PLIN5 PPI,m5-HT2A agonist,MC4R antagonist,iPSC survival up,MC4R ag barr
CCc1ccc(NC(=O)CCN2C(=O)c3cccnc3C2=O)cc1,0,0,96,-1,-0.4,-1,1,-3,-1.6,-1.7
Cc1ccc(Cl)cc1N1CCN(C(=O)c2cn(C)c(=O)c3c2c2ccccc2n3C)CC1,0,16,102,15,0.7,0,-2,-5,1.5,-3.1
Cn1c(=S)sc2ccc3ccccc3c21,9,-1,98,-2,-0.1,2,13,-1,-1.8,18*
CCC(C)c1ccc(NC(=O)c2c([N+](=O)[O-])cnn2CC)cc1 (stereo not drawn),-11,-4,100,-20,0.0,-5,-3,22,-0.6,3.8
Cc1cc(C(=O)NC2CC(C)(C)Cc3c2cnn3-c2ccccc2C)c(C)o1 (stereo not drawn),-4,-8,96,-1,0.1,6,8,2,0.2,-0.4
O=C(COC(=O)/C=C/c1ccccc1)Nc1nnc(-c2ccccc2)o1,9,0,99,2,-0.3,-9,-7,2,1.6,-2.7
COc1ccc(NC(=S)NCC2CCCO2)c(C)c1 (stereo not drawn),1,5,103,-2,-0.2,1,4,4,-0.7,1.4
Cc1onc(-c2ccccc2)c1C(=O)Nc1ccc(S(=O)(=O)NC(C)(C)C)cc1,-8,-1,99,-2,-0.1,-2,2,20,1.6,4.6
Cc1nc2sc3c(c2c(=O)n1NC(=O)CCl)CCCC3,-6,8,100,-2,0.0,4,1,-6,0.9,-4.5
CNC(=O)c1ccc(-c2sc3nc(N4CCOCC4)c4c(c3c2N)CC(C)(C)OC4)o1,97*,9,89,0,-0.4,-8,3,-1,-1.1,-0.5
CCOC(=O)C(Cc1c[nH]c2cc([N+](=O)[O-])ccc12)(NC(C)=O)C(=O)OCC,3,0,95,5,-0.2,-4,0,1,4.7,0.4
CCOC(=O)N1CCN(S(=O)(=O)N2CCCC(C(=O)NCc3ccccc3Cl)C2)CC1 (stereo not drawn),-4,0,95,29,0.3,-2,2,14,-0.4,-2.6
CCCc1nnc(NC(=O)C2CCCO2)s1 (stereo not drawn),6,2,101,-7,-0.4,-2,5,7,-1.3,0.9
O=C(NCCc1ccccc1)C1CCCN(c2nc3ccccc3s2)C1 (stereo not drawn),-2,1,97,24,-0.1,-6,-9,0,-0.4,-1.0
Cc1sc2ncn(CC(=O)NCC(=O)N3CCN(c4ccc(F)cc4)CC3)c(=O)c2c1C,-3,2,96,11,0.2,1,-3,4,-0.4,-0.3
Cc1ccc(S(=O)(=O)Nc2nc3ccc(S(C)(=O)=O)cc3s2)cc1,6,1,101,2,0.0,1,1,8,1.4,0.5
CCC(Sc1ncnc2c1c(-c1ccccc1)cn2-c1ccc(OC)cc1)C(=O)OC (stereo not drawn),2,-1,95,1,0.1,-13,-3,11,-2.0,-2.5
O=C1CC(c2cccc(O)c2)Oc2ccccc21 (stereo not drawn),-5,3,94,5,0.3,17,-5,-3,-0.3,0.2
CCN(CC)C(=O)N1CCc2ccccc21,0,2,79,1,0.0,-6,-7,8,-0.1,-1.4
COc1ccc(OC)c(NC(=O)C2(C)CCN2Cc2ccccc2OC(F)F)c1 (stereo not drawn),-11,-6,99,10,0.5,-2,-5,16,0.3,1.5
O=C(Cc1cccc2ccccc12)Nc1nc(-c2cccc([N+](=O)[O-])c2)cs1,2,-1,104,-1,0.2,6,0,2,4.2,-0.5
CC(C)c1cc(-c2cc(-c3ccccc3)on2)nc(NC2CCCC2)n1,-3,-2,97,10,0.2,-21,-3,-3,-1.9,-0.6
O=C(OCC(=O)N1CCC(Cc2ccccc2)CC1)c1cccnc1Cl,-2,-1,91,3,0.5,-2,3,-5,1.4,1.7
O=C(c1ccc([N+](=O)[O-])s1)N1CCN(c2ccccc2)CC1,5,-2,107,-10,1.6,11,3,7,0.5,-0.4
Cc1ccc(S(=O)(=O)N2CCC(C(=O)NCCCOC(C)C)CC2)cc1,-1,2,88,1,0.0,-5,-1,-4,-0.8,-1.5

# Ordered by value in m5-HT2A agonist (smallest number first): 3 of the compounds above
SMILES	m5-HT2A agonist
CC(C)c1cc(-c2cc(-c3ccccc3)on2)nc(NC2CCCC2)n1	-3
Cc1onc(-c2ccccc2)c1C(=O)Nc1ccc(S(=O)(=O)NC(C)(C)C)cc1	2
O=C(OCC(=O)N1CCC(Cc2ccccc2)CC1)c1cccnc1Cl	3

# Remaining list, next part:
SMILES,Cardio protect,Glyco luc inh,ABCB6 inh MLPCN,Exocytosis inh,aDG glyco act,ABHD5 PLIN5 PPI,m5-HT2A agonist,MC4R antagonist,iPSC survival up,MC4R ag barr
COc1cc(C)c(NC(=O)C(=S)NCCc2ccccc2)cc1C,-12,7,96,-1,0.1,-2,3,-1,0.1,-2.5
COc1ccc(NC(=O)c2cccc3c(-c4ccc(O)c(OC)c4)coc23)cc1,14,24,97,11,0.4,-2,2,9,-0.5,-1.0
CN(CCc1ccccn1)S(=O)(=O)c1ccc2c3c(cccc13)C(=O)N2,6,0,98,0,0.1,6,-3,-1,-1.5,2.3
Cc1ccc(C(=O)OCC(=O)c2c[nH]c3ccccc23)cc1NC(=O)c1ccco1,-6,-4,89,-2,0.0,2,-2,-9,0.0,1.7
CC1(C(=O)Nc2ccc3ccccc3c2)CCC(=O)N1CCCn1ccnc1 (stereo not drawn),2,0,94,0,-0.1,-1,-2,.,2.5,.
O=C(CCl)N(C1CCCC1)C1CCS(=O)(=O)C1 (stereo not drawn),-3,3,94,-8,0.3,-2,4,19,-0.4,0.6
CN(C)CCCCCCCCCCC(=O)/C=N/O,1,-2,93,0,-0.3,-1,-7,-1,2.7,-0.2
Nc1c(C(=O)Nc2ccc(Br)cc2)sc2nc(-c3ccco3)ccc12,-7,2,112,4,0.8,0,2,3,-1.3,-1.7
CCOc1ccc(C(=O)Nc2ccc(-c3cc4ccccc4oc3=O)c(C)c2)cc1[N+](=O)[O-],2,-10,96,0,3.5,3,1,0,-1.4,-0.8
CC(C)N1C(=O)C2C(C(=O)NC3CCCCC3)C3C=CC2(O3)C1C(=O)NC1CCCCC1 (stereo not drawn),3,-3,99,5,2.0,-8,-4,1,0.7,-2.4
c1ccc(OCCNc2ccn3nc(-c4ccccc4)cc3n2)cc1,-2,2,101,-3,0.0,5,1,10,1.7,2.4
C=CCNc1c2c(nc3ncnn13)CC(C)CC2 (stereo not drawn),-3,3,96,-1,0.0,-1,-3,-1,-0.6,-0.1
Cc1ccc(CN2CCN(CC(=O)NC(C)CCc3ccccc3)C2=O)cc1 (stereo not drawn),-7,1,98,-5,-0.2,10,1,9,-1.1,-0.1
COc1ccc(OC)c(C2C3CN(C(C)C)CC=C3C(C#N)=C(N)C2(C#N)C#N)c1 (stereo not drawn),0,1,101,0,0.2,-2,-1,9,-0.6,-1.6
COc1ccc(Br)cc1S(=O)(=O)NNC(=O)c1c(C)nc2ccccn12,-6,0,96,-4,-0.2,1,-2,8,-0.6,-0.2
O=C1C=CC(=O)N1c1ccc(N2CCCCC2)cc1,-25,-2,95,11,-0.5,29*,-2,44*,-1.0,-4.0
COc1ccc(CC(=O)c2ccc(OC)c(OC)c2)cc1,0,0,94,-1,0.0,-2,2,9,0.3,-1.5
COc1ccc(CCNC(=O)C2CCC(C(C)(C)C)CC2)cc1OC (stereo not drawn),-5,-3,99,3,0.5,-2,5,4,-0.5,-3.1
O=C(O)C1C2C=CC(C2)C1C(=O)Nc1cccc(F)c1 (stereo not drawn),9,2,58*,0,-0.1,-9,1,-1,1.3,0.3
COc1cccc(NC(=O)c2ccc(CN3CCc4ccccc4C3)cc2)c1,-2,-5,105,-2,0.2,-4,-9,2,1.0,-0.9
COc1ccc(NC(=S)Nc2cccc(C(F)(F)F)c2)c(C)c1,-6,0,99,-1,-0.1,0,1,-4,0.1,-0.3
OC(CN1CCc2ccccc2C1)c1ccccc1 (stereo not drawn),1,0,97,12,0.1,-6,-14,5,-0.6,-2.4
COC(=O)C1=CN(C)C=C(C(=O)OC)C1c1ccsc1,0,2,107,1,-0.2,-10,3,9,7.7,2.1
Cc1ccn2cc(-c3cccc(S(=O)(=O)N4CCCCC4)c3)nc2c1,3,1,98,-6,1.1,0,-5,15,0.5,-4.0
COc1ccc(C(=O)N/C(=C/c2cccs2)C(=O)N2CCN(C)CC2)cc1,12,-2,102,-1,-0.2,-3,0,-6,-0.3,0.5

# Among those listed so far, these contain bromine.
SMILES,Cardio protect,Glyco luc inh,ABCB6 inh MLPCN,Exocytosis inh,aDG glyco act,ABHD5 PLIN5 PPI,m5-HT2A agonist,MC4R antagonist,iPSC survival up,MC4R ag barr
Nc1c(C(=O)Nc2ccc(Br)cc2)sc2nc(-c3ccco3)ccc12,-7,2,112,4,0.8,0,2,3,-1.3,-1.7
COc1ccc(Br)cc1S(=O)(=O)NNC(=O)c1c(C)nc2ccccn12,-6,0,96,-4,-0.2,1,-2,8,-0.6,-0.2

# (listing goes on)
SMILES,Cardio protect,Glyco luc inh,ABCB6 inh MLPCN,Exocytosis inh,aDG glyco act,ABHD5 PLIN5 PPI,m5-HT2A agonist,MC4R antagonist,iPSC survival up,MC4R ag barr
COc1cccc2c1OC1(C)CC2NC(=O)N1c1cccc(C(=O)N2CCN(c3ccccn3)CC2)c1 (stereo not drawn),13,3,96,-4,-0.2,4,-3,-1,-0.3,-1.0
COc1ccccc1C1CC(c2ccc(Cl)cc2)Nc2nc(N)nn21 (stereo not drawn),-3,1,96,-2,0.1,1,2,14,-1.4,0.7
N/C(=N\S(=O)(=O)c1ccccc1)c1ccc([N+](=O)[O-])cc1,-2,0,92,-2,0.3,-5,6,-1,-0.3,-1.5
CCn1c(=O)c2sccc2n(Cc2ccccc2)c1=O,18,1,94,0,0.0,0,-5,0,-0.3,-2.4
O=C(CN1CCSc2ccccc21)NCCCc1ccccc1,-3,-6,94,-2,0.0,-1,-2,0,0.1,0.4
Cc1ccc2c(c1)c1c(n2C)C(=O)CCC1,-8,1,85,0,0.1,-5,11,-3,-1.0,0.6
CCCNC(=O)c1cc(S(=O)(=O)N2CCCCC2)ccc1N1CCOCC1,-2,2,89,-6,-0.2,-6,-5,4,-0.4,-3.6
COc1cc(C(=O)OCC(=O)Nc2ccc(SC(F)F)cc2)cc(OC)c1OC,-12,2,93,2,0.2,-6,4,14,0.1,0.1
CN(Cc1cn(-c2ccccc2)nc1-c1cc2ccccc2o1)C(=O)CCC(=O)O,-3,3,91,2,-0.3,-3,-1,18,-1.5,0.7
COc1ccc(OC)c(CNC(=O)CCSCc2ccc(F)cc2Cl)c1,-6,1,97,28,0.0,2,1,10,-0.4,0.5
